SW480 rerep = A quantitative high throughput screen for small molecules that induce DNA re-replication in SW480 colon adenocarcinoma cells | Potency, µM (doses to about 46.1 µM), without a hit: at the top dose re-replication activation, hits mostly activators | AID 624297, 2012 | actives 1.8% (n = 340,000) | SW480 DNA re-replication, Hoechst DNA content imaging, 48 h; further: potency means the concentration at half of the fitted maximal effect; % of control where 0% means no effect; nearly all actives have a fitted effect of over 55% in size
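Treated cells incubate 48 hr (37 C, 5% CO2), are stained 40 min with Hoechst, and nuclear fluorescence is enumerated; a rise in nuclei with high DNA signal marks re-replication.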
MCF10A rerep = A quantitative high throughput screen for small molecules that induce DNA re-replication in MCF 10a normal breast cells. MCF 10A DNA re-replication, Hoechst nuclear intensity, 48 h. Potency, µM (titrated, usually from 46.1 µM), without a hit: top-dose activity, positive = re-replication, hits mostly activators. actives 2.9% (n = 350,000); further: potency means the concentration at half of the fitted maximal effect; % of control where 0% means no effect; nearly all actives have a fitted effect of over 50% in size
HT1080 IDH1KD tx = qHTS for induction of synthetic lethality in tumor cells producing 2HG: qHTS for the HT-1080-IDH1KD cell line | actives 2% (n = 360,000) | HT-1080 IDH1 knockdown viability, ATP luminescence, 48 h | Potency, µM (highest dose often 46.1 µM), inactives show at the top dose activity, negative = toxicity, most hits filed as cytotoxic;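 further: potency means the concentration at half of the fitted maximal effect; 0% = DMSO wells and -100% = cell-free medium wells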
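% activity derives from luminescence (CellTiter-Glo), normalised to DMSO and no-cell wells. HT-1080-IDH1KD cells, 750/well, had 48 h compound exposure at 37 °C.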
D3 ag = qHTS of D3 Dopamine Receptor Agonist: qHTS; D(3) dopamine receptor (Homo sapiens), P35462; D3R DiscoveRx beta-arrestin cells, luminescence, 90 min; max activation, %; actives 0.58% (n = 410,000); AID 652048, 2013; in the data active means max activation above about 30%; further: 0% is about no effect; mostly tested at two doses, the higher about 12 µM
Target sequence (P35462 whole entry, looked up): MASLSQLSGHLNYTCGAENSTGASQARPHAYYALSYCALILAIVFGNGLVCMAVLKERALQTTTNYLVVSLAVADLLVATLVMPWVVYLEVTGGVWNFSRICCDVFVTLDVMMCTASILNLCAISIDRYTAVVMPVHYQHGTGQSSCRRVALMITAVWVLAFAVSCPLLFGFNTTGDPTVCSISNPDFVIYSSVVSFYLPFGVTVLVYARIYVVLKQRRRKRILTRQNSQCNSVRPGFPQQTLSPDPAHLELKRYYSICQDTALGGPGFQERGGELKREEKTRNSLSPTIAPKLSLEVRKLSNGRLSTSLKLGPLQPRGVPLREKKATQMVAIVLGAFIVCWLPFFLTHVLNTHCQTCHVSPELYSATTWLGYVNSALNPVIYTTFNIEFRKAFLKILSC
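Cells at 1500/well, incubated overnight, then treated with pinned compounds (dopamine as control) for 90 min at 37 degrees C. DiscoveRx reagent added for 30 - 60 minutes at room temperature; luminescence read.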
HT1080-NT tox = qHTS for induction of synthetic lethality in tumor cells producing 2HG: qHTS for the HT-1080-NT fibrosarcoma cell line. actives 1.6% (n = 360,000). AID 686970, 2013. HT-1080-NT fibrosarcoma viability, CellTiter-Glo ATP luminescence, 48 h. Potency, µM (doses to about 46.1 µM), for the others: top-dose activity, negative = less viability, usual class: cytotoxic;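 further: NT is the 2HG producing partner of a matched IDH1 knockdown line; potency means the concentration at half of the fitted maximal effect; 0% = DMSO-treated cells and -100% = media-only wells without cells; nearly all actives have a fitted effect of over 55% in size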
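Compounds were tested in concentration-response format on HT-1080-NT cells for 48 hours at 37 degrees C. Cell viability came from CellTiter-Glo luminescence; curves were classified by r2, response magnitude and activity.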
KB-V1 cytotox = qHTS assay for MDR1-selective chemotherapeutics: Primary screen using the drug-selected MDR subline cells KB-V1; KB-V1 MDR cells viability, CellTiter-Glo, 72 h; actives 3.4% (n = 400,000); Potency, µM (titrated, usually from 46.1 µM), without a hit: at the top dose activity change, negative = cytotoxicity, usual class: cytotoxic; further: potency means the concentration at half of the fitted maximal effect; on the % scale 0 is the no-effect control and ±100 the full control effect; nearly all actives have a fitted effect of over 60% in size
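Cells of the MDR subline KB-V1 are plated, dosed with compound at multiple concentrations, and incubated 72 h at 37 degrees C; CellTiter-Glo is then added and luminescence read after 10 min.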
GLP1R cytotox = qHTS of GLP-1 Receptor Inverse Agonists: Cytotox Screen; HEK293 cAMP-luciferase reporter cells, luminescence, 24 h; Potency, µM (titrated, usually from 38.3 µM), for the others: top-dose activity change, negative = inhibition, most hits filed as inhibitors; actives 0.13% (n = 410,000);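 further: loss of luciferase light is scored as toxicity; potency means the concentration at half of the fitted maximal effect; on the % scale 0 is the no-effect control and ±100 the full control effect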
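Seeding density was 200 cells/uL; after overnight-length (12 h) culture, 23 nL compounds went on for 24 h at 37 °C. Readout used a luciferase detection reagent, luminescence taken after 12 min at room temperature.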
KB-3-1 cytotox = qHTS assay for MDR1-selective chemotherapeutics: Primary screen using the parental adenocarcinoma cell KB-3-1; KB-3-1 viability, CellTiter-Glo ATP luminescence, 72 h; Potency, µM (highest dose often 46.1 µM), inactives show at the top dose activity change, negative = cytotoxic, hits mostly cytotoxic; actives 1.4% (n = 400,000); AID 1347075, 2019; further: potency means the concentration at half of the fitted maximal effect; on the % scale 0 is the no-effect control and ±100 the full control effect; nearly all actives have a fitted effect of over 60% in size
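Cytotoxicity measured as CellTiter-Glo luminescence after 72 h at 37 C. Compound titrations were pinned onto drug-naive KB-3-1 parental adenocarcinoma cells grown in DMEM with 10% FBS, and normalized data fitted to concentration-response curves.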
IL1B secr inh = qHTS for Inhibitors of Inflammasome Signaling: IL-1-beta AlphaLISA Primary Screen; AID 743279, 2014; THP-1 LPS/ATP IL-1B secretion, AlphaLISA, 16 h; active compounds read low; activity change, % at 57.5 µM; actives 4.7% (n = 360,000); in the data active means activity change below about -50%; inconclusive means mostly about -30% to -49%; further: on the % scale 0 is the no-effect control and ±100 the full control effect
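THP-1 cells pretreated 1 hr with compounds (up to 57.5 uM final), then stimulated with LPS (250 ng/mL final) plus ATP (1.25 mM final); secreted IL-1B measured by AlphaLISA after 16 hr, decreased signal indicating inhibition.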
* = called active by the depositor; ? = inconclusive; / = not tested or not shown; & = joins results of further samples; [ ] = remark or other dose. Unless noted, the call rests on the fitted dose curve; in most records, active means well fitted curve in the direction sought with a large enough effect; inconclusive means small, poorly fitted or top-dose-only effect, or another doubt; inactive means no such curve, though single readings can be large; an effect the other way counts as inactive or inconclusive.

Values run as follows: SW480 rerep | MCF10A rerep | HT1080 IDH1KD tx | D3 ag | HT1080-NT tox | KB-V1 cytotox | GLP1R cytotox | KB-3-1 cytotox | IL1B secr inh
- Nc1nonc1-n1nnc(C(=O)N/N=C/c2ccncc2)c1CSc1ccc(Cl)cc1
  ? | 11% | 1% | 4 | 13% | -16% | 2% | 1% | 60
- Fc1nc(F)c(F)c(NCCCNc2c(F)c(F)nc(F)c2F)c1F
  -43%[inhibitor] | ? | ? | -5 | ? | ? | 9% | -7% | -4
- O=C(O)CCc1ccc(-c2ccc(Cl)cc2)n1CCC(=O)O
  -6% | 2% | ? | 3 | ? | 6% | 2% | 3% | 2
- CNC(=S)NNC(=O)c1cccn(Cc2ccccc2)c1=O
  2% | -26% | 0% | 3 | 0% | 7% | 37%[activator] | 17% | 7
- CC1=Nc2cc(C(=O)NCCCOC(C)C)ccc2Sc2ccccc21
  ? | 7.3µM* | 8.2µM* | 0 | ? | ? | -27% | ? | 13
- CC1(C)c2[nH]c3ccccc3c2C[C@@H]2C(=O)N(Cc3ccc(F)cc3)C(=O)N21
  2% | 18µM* | / | / | / | ? | / | ? | /
- CCOc1cc(/C=N/NC(=O)c2cc(C)n(-c3ccc(F)cc3)c2C)ccc1O
  -17% | 11% | -12% | -5 | 24% | -27% | -23% | ? | 11
- CCOC(=O)/C(C#N)=C/c1cc2ccccc2nc1N1CCCCC1
  12% | 18% | 2% | -5 | -7% | -2% | 7% | -3% | 0
- Cc1cc(NC(=O)c2cccc(S(=O)(=O)N3CCCC3)c2)no1
  -13% | -5% | -6% | 1 | -1% | ? | 12% | -2% | -1
- CC1CCN(Cc2c(C(=O)N/N=C/c3ccccc3O)nnn2-c2nonc2N)CC1
  6% | -8% | 5.2µM* | 5 | ? | ? | 12% | 5.2µM* | 91
- NC(=O)CSc1nc(-c2ccccc2Cl)ns1
  -8% | 4% | 4% | 0 | 5% | 1% | -2% | 1% | -6
- CCn1c(SCC(=O)NCc2ccc3c(c2)OCO3)nnc1-c1ccco1
  -4% | -3% | 12% | -4 | -1% | -6% | 3% | -17% | -10
- CCOCc1nnc(NC(=O)C2CCN(C(=O)C3CC(=O)N(c4ccc(C)cc4)C3)CC2)s1 (configuration not stated)
  -19% | -2% | -2% | -11 | 1% | -13% | 4% | -3% | -3
- Cc1ccc(NC(=O)COC(=O)c2cc(Cl)cc(Cl)c2)c(Br)c1
  ? | 5% | 5% | -2 | -1% | -2% | 16% | 0% | 0
- O=C(Nc1ccc(Cl)c(C(F)(F)F)c1)[C@@H]1CC=C[C@@H]2CCN(C3CCCCC3)C(=O)[C@@H]21
  -14% | -16% | 17% | 3 | 7% | -3%&4% | 0% | 9%&3% | 30
- Cc1cc(C(=O)CSc2n[nH]c(N)n2)c(C)n1-c1ccc(F)cc1
  -2% | 6% | -25% | -4 | ? | 16µM* | 6% | ? | 2
- CCOC(=O)c1c(C)[nH]c(C)c1S(=O)(=O)N1CCCC(C(=O)N2CCN(c3cc(C)ccc3C)CC2)C1 (configuration not stated)
  / | / | / | -3 | / | 3% | -9% | 2% | /
- O=c1c2ccccc2nc2n1CCc1ccc(Br)cc1-2
  / | / | 12% | 1 | ? | 0% | -1% | -1% | -10
- COc1ccc(NC(=O)CCn2c(=S)[nH]c3ccccc3c2=O)cc1
  -14% | 0% | -27% | -3 | -1% | 6% | -17% | -17% | 23
- Fc1ccc2c(c1)C(c1ccncc1)=NNC(c1ccc(Cl)cc1)=N2
  5% | 16% | -9% | -20 | -4% | -12% | -7% | 15% | -67*
- Cc1ccccc1Cn1c(Oc2ccccc2F)nc2c1c(=O)n(C)c(=O)n2C
  / | / | / | -12 | / | 11% | 1% | -3% | /
- Cc1ccc(CNc2nc3ccc(C)cc3n3cnnc23)cc1
  -1% | -5% | 5% | 1 | -3% | -18% | -1% | 9% | -7
- CN(Cc1ccccc1)C(=O)c1nn2cccnc2c1Cl
  1% | 3% | 21% | 2 | 11% | -12% | -4% | 9% | 20
- COc1ccc(OC)c(N/C=C/C(=O)c2ccc(OC)c(OC)c2)c1
  -2% | ? | -17% | -5 | -8% | -8% | 23% | -17% | -10
- c1cncc(Oc2cccc(Oc3cccnc3)c2)c1
  -5% | 2% | -8% | 16 | -2% | 10% | -7% | -11% | 8
- CCC(C)NC(=O)[C@@H]1CCCN1C(=O)C1CCN(S(=O)(=O)c2ccc(C)cc2)CC1 (some centres not stated)
  17% | 8% | 13% | -2 | 0% | -4% | -4% | -1% | 14
- O=C(Nc1cccnc1)c1ccc(NC(=O)c2ccco2)cc1
  3% | -4% | 23% | -2 | 30% | -3% | 0% | ? | -27
- O=C(c1cc[n+]([O-])cc1)N1CCc2c([nH]c3ccccc23)C1c1ccccc1Cl (configuration not stated)
  -2% | 12% | ? | 10 | -21% | 6% | -19% | -2% | 4
- O=C(CCC1CCCC1)Nc1nnc(-c2ccc3c(c2)OCO3)s1
  / | -5% | 1% | -3 | 0% | 9% | -6% | -2% | 8
- N#CCC(=O)Nc1ccc(C(=O)OCC(=O)N(C2CCCCC2)C2CCCCC2)cc1
  ? | ? | -19% | -1 | -14% | -6% | -20% | -29% | -6
- O=C(Nc1nc2c(s1)CCCC2)c1ccc(Br)o1
  0% | -3% | -18% | -2 | -10% | 0% | -7% | -8% | -18
- O=C1N[C@@H](Cc2cn(S(=O)(=O)c3ccc([N+](=O)[O-])cc3)c3ccccc23)C(=O)N[C@H]1Cc1ccccc1
  -4% | 17% | -10% | 0 | -14% | -11% | 12% | 2% | -23
- Cc1noc(C)c1C(=O)Nc1nc2ccc(F)cc2s1
  -7% | 1% | 0% | -2 | 1% | -43% | 0% | ? | 25
- Cc1ccc(-c2nc(C)sc2CC(=O)OCC(=O)Nc2ccc(F)c(Cl)c2)cc1
  -6% | 3% | 1% | 0 | -1% | 0% | -8% | 8% | 9
- CCOC(=O)CNC(=O)CSc1nc(NCc2ccccc2)nc(N(C)C)n1
  -4% | 5% | 1% | 6 | 2% | ? | -14% | 12% | 42
- COc1ccc(NC(=O)COC(=O)C2CCN(S(=O)(=O)c3cccs3)CC2)cc1OC
  -12% | -9% | 18% | 5 | 15% | ? | 5% | 14% | 8
- CCOC(=O)C1=C(N)N2C(=O)C(C)SC2=C(C(=O)OC)C1c1ccccc1OC (configuration not stated)
  -3% | 1% | -3% | 2 | 10% | 25% | 13% | -13% | 6
- O=C(NC(=O)c1ccccc1)Nc1ccc(-n2nc(C(F)(F)F)cc2C(F)(F)F)cc1
  / | / | / | 3 | / | 28% | 2% | 0% | /
- O=C(Cn1cnc2c(cnn2-c2ccccc2)c1=O)N1CCOCC1
  -16% | 0% | 10% | 2 | 16% | -13% | 1% | ? | 0
- O=C(CN1CCOCC1)N1CCN(c2ccc([N+](=O)[O-])cc2)CC1
  -1% | 5% | 2% | 10 | 2% | -23% | -24% | -4% | 23
- COc1ccccc1-n1cc2ccc([N+](=O)[O-])cc2n1
  7% | 4% | 1% | -6 | 0% | 1% | 4% | -4% | 14
- O=C(CCCn1c(=O)[nH]c2ccsc2c1=O)Nc1ccc(F)cc1
  -4% | -3% | -3% | 8 | -2% | -3% | -2% | 5% | 3
- CCNC(=O)c1cc2ccccc2o1
  -9% | -28% | 7% | 2 | 8% | -6% | -12% | -4% | 0
- Cc1cnc(C(=O)NCc2ccc(Cl)cc2Cl)cn1
  1% | -2% | -21% | 0 | -15% | ? | 7% | -5% | -5
- CN(CC(=O)Nc1ccc(F)cc1)C(=O)c1ccncc1
  -14% | 3% | 10% | -12 | 10% | ? | -4% | 0% | 45
- Cc1onc(-c2c(F)cccc2Cl)c1C(=O)NCCCN1CCOCC1
  2% | -1% | -10% | -20 | 30% | -27% | 2% | 5% | 0
- CCOC(=O)C(CCCOc1cccc(OC)c1)C(=O)OCC
  -1% | 0% | -11% | -3 | 11% | ? | 6% | -10% | -2
- O=C1C(=O)c2cccnc2-c2ncccc21
  / | / | 0.58µM* | -13 | 1µM* | 18µM* | ? | 3.7µM* | -108*
- Cn1c(=O)oc2cc(S(=O)(=O)NCCC(=O)N3CC=C(c4ccccc4)CC3)ccc21
  -1% | -15% | -2% | 24 | 10% | 1% | -9% | 6% | -7
- CC1CCc2c(sc(NC(=O)COc3ccccc3)c2C(=O)Nc2ccccc2Cl)C1 (configuration not stated)
  / | / | / | 9 | / | 6% | 5% | ? | /
- COc1ccc(OC)c(N(CC(=O)NCc2ccccn2)S(C)(=O)=O)c1
  -9% | 5% | -6% | 4 | -3% | 0% | 4% | 0% | 4
- COc1ccc(N2CCN(C(=O)COC(=O)COc3cc(C)cc(C)c3)CC2)cc1
  0% | 1% | 3% | 2 | 0% | 7% | -2% | 3% | 5
- CC(C)c1ccc(NC(=O)CN2C(=O)NC3(CCCCCCC3)C2=O)cc1
  -1% | 24% | ? | 7 | -9% | -25% | ? | -24% | -5
- COc1ccc(C2C(C(C)=O)=C(O)C(=O)N2c2nccs2)cc1 (configuration not stated)
  -6% | 0% | 0% | 0 | 8% | 11% | -3% | -2% | 12
- CCCCC(c1nnnn1CC1CCCO1)N1CCN(c2nc3ccccc3s2)CC1 (configuration not stated)
  2% | 25% | -11% | -11 | -18% | -14% | -2% | -23% | -12
- NC(=O)CSC1=Nc2ccccc2C2=NC(CCC(=O)NCc3ccc(F)cc3)C(=O)N12 (configuration not stated)
  -3% | 8% | 2% | 4 | -2% | 10% | 21% | -2% | 0

Assay outcomes (PubChem BioAssay)
